All columns: NCI-60 one-dose screen, growth in % after 48 h at 10 µM unless noted; 100 = growth as untreated, 0 = no growth, -100 = all killed.
KM12 – KM12 colon cancer cells | 5% of 82,000 active | AID 1794800
SW-620 – SW-620 colon cancer | 5.2% of 82,000 active
HCT-15 – HCT-15 colon cancer | 5.2% of 82,000 active | AID 1794746
HT29 – HT29 colon cancer. 7.4% of 81,000 active
HCC-2998 – HCC-2998 colon cancer; 4.7% of 79,000 active
SNB-19 – SNB-19 CNS cancer cells. 2.5% of 81,000 active. AID 1794751
HCT-116 – HCT-116 colon cancer; 7.3% of 82,000 active
SF-268 – SF-268 CNS cancer cells; AID 1794759; 3.1% of 82,000 active
SNB-75 – SNB-75 CNS cancer | 5% of 79,000 active | AID 1794750
Starred values were filed as active, the others as inactive; · = no result given; & = joins results of further samples. Rule for the calls: active = growth percent below 10; inactive = the rest.

nr	smiles	KM12	SW-620	HCT-15	HT29	HCC-2998
1	CCOP1(=O)OCCN(C)C(=O)C1NC(=O)c1ccccc1 (stereo not drawn)	112	104	103	106	98
2	c1ccc2c[n+](CCCCC[n+]3ccc4ccccc4c3)ccc2c1	108	100	102	99	102
3	COc1cccc2c1OC13Oc4c(cccc4OC)C=C1CCCCC3=C2	92	91	93	92	105
4	COc1ccc(-c2cc(-c3cc(C(=O)c4ccc(Br)cc4)n4cc(C)cc(C)c34)nc(N)c2C#N)cc1OC	106	100	100	102	108
5	Nc1ccn(C2OC(CO)C(O)C2O)c(=O)n1 (stereo not drawn)	·	·	·	·	·
6	COc1ccc2nc(-c3ccc(NC(=O)/C=C/c4ccc(OC)c(OC)c4)cc3)sc2c1	101	107	102	103	94
7	Brc1ccc(-c2nnc3c4[nH]ccc4ncn23)cc1	73	94	89	95	97
8	CN(C)c1ccc(/C=C2/C=C(c3ccc4c(c3)CCCC4)OC2=O)cc1	106	105	103	106	118
9	COc1ccc2c(c1)/C(=C/c1ccc(OCC(=O)c3ccccc3)cc1)C(=O)N2	91	98	90	109	100
10	CC(=O)OCC1O[C@@H](OC(C)=O)[C@@H](NC(=O)NS(=O)(=O)c2ccc(Cl)cc2Cl)C(OC(C)=O)[C@@H]1OC(C)=O (stereo partly drawn)	105	106	106	112	109
11	O=C(/C=C/c1ccccc1C(F)(F)F)c1c(O)c2ccccc2oc1=O	81	91	69	121	95
12	N#CC1(Nc2ccccc2)CCCCC1	92	99	95	109	98

nr	SNB-19	HCT-116	SF-268	SNB-75
1	93	103	82	91
2	102	104	103	99
3	87	94	92	89
4	90	92	93	93
5	·	·	104&104&41&36	·
6	81	89	85	38
7	96	86	92	96
8	103	88	98	97
9	95	88	96	91
10	99	104	102	94
11	87	77	75	85
12	97	113	97	81

Look-ups from the entries so far:
Result for c1ccc2c[n+](CCCCC[n+]3ccc4ccccc4c3)ccc2c1 in HCT-15: 102
Result for CC(=O)OCC1O[C@@H](OC(C)=O)[C@@H](NC(=O)NS(=O)(=O)c2ccc(Cl)cc2Cl)C(OC(C)=O)[C@@H]1OC(C)=O (stereo partly drawn) in HCT-116: 104
Result for COc1cccc2c1OC13Oc4c(cccc4OC)C=C1CCCCC3=C2 in SNB-75: 89
Result for Brc1ccc(-c2nnc3c4[nH]ccc4ncn23)cc1 in SNB-19: 96
Result for CCOP1(=O)OCCN(C)C(=O)C1NC(=O)c1ccccc1 (stereo not drawn) in HCT-116: 103
Result for Nc1ccn(C2OC(CO)C(O)C2O)c(=O)n1 (stereo not drawn) in SF-268: 104&104&41&36

Following part.
nr	smiles	KM12	SW-620	HCT-15	HT29	HCC-2998
13	Nc1cccc2cccc([N+](=O)[O-])c12	113	106	105	106	103
14	Nc1nonc1-c1nc2ccc(Cl)cc2[nH]1	104	102	98	96	109
15	C[n+]1c2ccccc2cc2ccccc21	99	78	94	99	104
16	COc1ccc(/C=C2\S/C(=N\N=C(c3ccccc3)c3ccccc3)NC2=O)cc1	79	89	89	71	97
17	COc1cc2nc3sc(C(=O)Nc4ccc(C(=O)OC(C)C)cc4)c(C(=O)Nc4ccc(Cl)cc4C)n3c(=O)c2cc1OC	52	39	94	41	21
18	O=C(CSc1nnc(-c2ccccc2)o1)NC1=NN=C(c2ccc(Cl)cc2)CS1	107	96	107	98	110
19	CC(c1cc(Cl)ccc1O)c1cc(Cl)ccc1O	32	31	30	2.8*	63
20	O=C(Cn1c[n+](CC(=O)c2ccc(Cl)cc2)c2ccccc21)Nc1cccc2cccnc12	77	92	99	84	86
21	O=c1[nH]c(-c2ccc(F)cc2)cc2cc(F)ccc12	83	96	90	76	111
22	COc1ccc(C(=S)N2CCN(c3ccccc3Cl)CC2)cc1OC	123	106	95	102	·
23	OCC1OCOC(CO)C1O (stereo not drawn)	110	102	105	102	115
24	O=C(O)c1cc(/C=C/c2ccccc2)c2sc(=O)[nH]c2n1	102	95	110	103	100

nr	SNB-19	HCT-116	SF-268	SNB-75
13	102	104	109	82
14	98	101	103	59
15	102	105	86	116
16	99	72	90	85
17	97	76	64	48
18	93	87	98	71
19	68	15	35	36
20	84	92	70	48
21	83	59	86	93
22	85	87	99	86
23	103	107	104	102
24	93	96	103	98

(further entries)
nr	smiles	KM12	SW-620	HCT-15	HT29	HCC-2998
25	O=C1c2ccccc2C(=O)N1Cc1cccc([N+](=O)[O-])c1	114	109	101	103	117
26	OC(c1ccccc1)c1ccc(Cl)cc1 (stereo not drawn)	108	104	101	105	107
27	O=C(NNc1nc2cc(F)ccc2n2c(C(=O)N3CCN(C4CC4)CC3)ccc12)c1ncccn1	36	35	11	39	64
28	CC(CCC(=O)O)C1CCC2C3CCC4CC(O)CCC4(C)C3CC(O)C12C (stereo not drawn)	104	103	109	115	106
29	CC1(C)CC(O)CCCCCCOc2c(CN)cccc2NC(=O)c2nc(cnc2N)-c2ccc(cc2)S1(=O)=O (stereo not drawn)	-11*	-6.6*	-14*	9.7*	29
30	COc1ccc(C2C=C(c3ccc(Cl)cc3)N=C3SC=CN32)cc1OC (stereo not drawn)	114	102	113	115	109
31	CCN1C(=O)N(CC)C2C1N=C(SC)N2/N=C/c1ccccc1F (stereo not drawn)	101	96	101	109	117
32	Cc1cc(CSc2ccccc2C(=O)N2CCN(Cc3nc4ccccc4s3)CC2)no1	95	93	92	91	100
33	Cc1cc(=O)[nH]c2ccc(S(=O)(=O)Nc3ccccc3)cc12	98	98	88	102	84
34	CC1=C(C)C(=O)C(Nc2ccc(C(=O)OC(C)(C)C)cc2)=C(Cl)C1=O	100	102	105	101	100
35	COc1cccc(/C=C2\C(=N)N=C(SCc3nc4ccccc4[nH]3)NC2=O)c1	103	103	101	118	117
36	C[C@H](C(=O)N(CCc1ccc(Cl)c(Cl)c1)Cc1cncs1)[C@@H]1CC[C@H](C[C@H](C)n2cc(CN3CCC(c4ccc(Cl)cc4)CC3)nn2)O1	105	97	100	102	112

nr	SNB-19	HCT-116	SF-268	SNB-75
25	99	114	117	77
26	114	101	105	97
27	31	21	30	73
28	105	117	102	87
29	8.1*	-64*	26	54
30	104	97	119	90
31	99	92	90	73
32	99	82	103	79
33	97	92	100	56
34	91	95	97	75
35	97	97	111	103
36	94	93	102	98

Continued:
nr	smiles	KM12	SW-620	HCT-15	HT29	HCC-2998
37	CN1C(C(=O)Nc2ccccn2)=C(O)c2ccccc2S1(=O)=O	108	103	95	97	102
38	N#CC1=C(N)Oc2c(sc3c(F)cccc23)C1c1ccc(O)cc1 (stereo not drawn)	72	74	58	74	97
39	CCOC(=O)C1=C(C)NC(=O)NC1c1cccnc1 (stereo not drawn)	100	103	108	109	108
40	Nc1nc(N)nc(NCCN(CCCB(O)O)CCNc2nc(N)nc(N)n2)n1	106	107	112	108	104
41	Fc1ccc(-c2nn(-c3ccccc3)cc2-c2nc3ccccc3o2)cc1	31	63	34	100	101
42	O=[N+]([O-])c1ccc2c(c1)Sc1ccccc1N2CCCCCl	98	77	92	78	93
43	COc1ccccc1NC(C)=O	107	100	108	110	118
44	Cc1ccc(CNc2c3ccccc3nc3ccccc23)cc1	23	20	16	10	-2.6*
45	CN(C)/N=C/C12C3CC(CC1C(C#N)(C#N)C2(C#N)C#N)C3(C)C (stereo not drawn)	104	103	104	101	103
46	COc1ccc(-c2nc(SCC(C)C)nc(NCCc3c[nH]c4ccccc34)c2C#N)cc1	53	73	29	35	63
47	Cc1nc([C@H]2CC[C@H]3[C@@H]4CCC5=CC(=O)CC[C@]5(C)[C@H]4CC[C@]23C)cs1	66	73	75	62	61
48	N=c1c2ccccc2nc2n1CCCCCCC2	105	102	105	·	89

nr	SNB-19	HCT-116	SF-268	SNB-75
37	100	96	112	101
38	77	81	85	80
39	104	103	101	94
40	105	103	105	109
41	67	35	58	119
42	89	82	97	86
43	107	101	105	104
44	30	12	52	42
45	95	111	95	90
46	·	25	58	74
47	91	28	92	104
48	114	95	100	89

Entries shown so far that have a nitro group on carbon, in the order listed:
nr	smiles	KM12	SW-620	HCT-15	HT29	HCC-2998
13	Nc1cccc2cccc([N+](=O)[O-])c12	113	106	105	106	103
25	O=C1c2ccccc2C(=O)N1Cc1cccc([N+](=O)[O-])c1	114	109	101	103	117
42	O=[N+]([O-])c1ccc2c(c1)Sc1ccccc1N2CCCCCl	98	77	92	78	93

nr	SNB-19	HCT-116	SF-268	SNB-75
13	102	104	109	82
25	99	114	117	77
42	89	82	97	86

Quoted at random: two entries already listed.
nr	smiles	KM12	SW-620	HCT-15	HT29	HCC-2998
32	Cc1cc(CSc2ccccc2C(=O)N2CCN(Cc3nc4ccccc4s3)CC2)no1	95	93	92	91	100
12	N#CC1(Nc2ccccc2)CCCCC1	92	99	95	109	98

nr	SNB-19	HCT-116	SF-268	SNB-75
32	99	82	103	79
12	97	113	97	81

New compounds follow
nr	smiles	KM12	SW-620	HCT-15	HT29	HCC-2998
49	COc1ccc(NC(=O)Nc2cccc(-c3ccc(N4CCOCC4)nn3)c2)cc1F	84	93	90	98	107
50	CCN1CCN(C2=C(C#N)c3c(sc4c(F)cccc34)C(c3cccc([N+](=O)[O-])c3)N2)CC1 (stereo not drawn)	99	95	107	106	109
51	NNc1c(Cl)cc(Cl)cc1Cl	110	115	102	103	·
52	CS(=O)(=O)Nc1ccc(C(=O)NC(C(=O)NO)c2ccc(-c3cc(F)c(F)c(F)c3)cc2)cc1 (stereo not drawn)	98	96	95	106	112
53	COc1ccc2oc(=O)cc(-c3cc(-c4ccccc4)nc(N)c3C#N)c2c1	94	102	103	97	104
54	CNCc1cccc2c1OCCOCCN(C)C(=O)CN(C)S(=O)(=O)c1ccc(cc1)-c1cnc(N)c(n1)C(=O)N2	9.2*	-4.1*	66	12	28
55	CN(C)c1ccc(/C=N\c2[nH]c(=S)nc3oc(-c4ccccc4)c(-c4ccccc4)c23)cc1	84	97	64	81	98
56	COc1ccc(/C=C/C(=O)c2ccc(OCc3ccccc3)c(OC)c2)cc1OC	70	59	77	62	104
57	Cc1cc(O)cc(-c2c(-c3ccnc(-c4cccnc4)c3)cnn2C)c1	69	83	74	61	88
58	Oc1ccc(C2CCc3ccccc32)cc1 (stereo not drawn)	100	100	96	100	115
59	COc1ccc(C(=O)/C=C/c2ccccn2)c(O)c1	51	43	40	72	94
60	Cc1ccc(C2=C(CN)C(O)N=C(Sc3cc(O)c(O)cc3C)N2)cc1 (stereo not drawn)	103	113	111	100	99

nr	SNB-19	HCT-116	SF-268	SNB-75
49	107	99	93	87
50	101	91	92	93
51	102	101	110	90
52	83	95	92	101
53	86	81	94	71
54	26	-69*	28	-19*
55	85	58	85	78
56	87	27	92	71
57	96	72	73	16
58	95	100	106	77
59	73	77	90	78
60	106	91	92	96

Screen by screen, quoted from above.
HT29, entries 50–59, in order: 106, 103, 106, 97, 12, 81, 62, 61, 100, 72

(list continues)
nr	smiles	KM12	SW-620	HCT-15	HT29	HCC-2998
61	Cc1cc(C)c(N=Nc2no[n+]([O-])c2C#N)c(C)c1	97	103	82	95	105
62	CCCCCCCCC(=O)OC(CCC1CCCO1)CCC1CCCO1 (stereo not drawn)	94	107	100	103	98
63	O=Cc1ccc(Cl)c(Cl)c1	113	118	110	106	97
64	CNC(=O)C1CCC(=O)N1Cc1c[nH]c2ccccc12 (stereo not drawn)	·	109	97	100	123
65	FC(F)(F)c1ccc2c(Nc3cccc(C4CC(c5ccc(Cl)cc5)=NN4c4ccccc4)c3)ccnc2c1 (stereo not drawn)	82	90	85	71	99
66	CCCCC(C(=O)OCC)(C(=O)OCC)C(C)CC (stereo not drawn)	113	101	113	99	·
67	O=S(=O)(NCCNc1nccc(-n2cnc3ccccc32)n1)c1ccccc1	100	112	97	102	106
68	COc1ccc(-n2ncn(Cc3ccc(Cn4cnn(-c5ccc(OC)cc5)c4=O)cc3)c2=O)cc1	93	94	89	111	95
69	Oc1cccc(-c2nc(-c3nn(CN4CCNCC4)c(=S)o3)cc3c2[nH]c2ccccc23)c1	104	102	102	106	94
70	O=C(/C=C/c1cccc(Cl)c1)c1cccc(OCCCCOc2cccc(C(=O)/C=C/c3cccc(Cl)c3)c2)c1	70	75	84	76	85

nr	SNB-19	HCT-116	SF-268	SNB-75
61	95	88	90	97
62	108	93	107	75
63	111	107	101	88
64	110	109	101	97
65	94	63	80	101
66	99	105	109	90
67	100	95	94	92
68	97	81	91	92
69	102	89	105	97
70	91	-14*	97	78

Bioassay records deposited in PubChem BioAssay by NCI.
